pPAFAH inh – inhibitors of human plasma PAF acetylhydrolase (pPAFAH). inhibition, % at 3.39 µM. Q13093. AID 463082. recombinant pPAFAH, FP-rhodamine probe fluorescence polarization. hit rate 1.5% among 330,000;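 active = inhibition above the mean inhibition across the screen plus 3 SD, cut at about 25% in these data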;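 note: inhibitors block binding of the rhodamine activity-based probe so polarization drops; 0% = enzyme with DMSO and 100% = wells lacking pPAFAH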
GLD-1 TGE inh – GLD-1-TGE RNA interaction inhibition (C. elegans) | AID 2280 | purified GLD-1 + fluorescein TGE RNA, fluorescence polarization | inhibition, % at 5.96 µM | hit rate 0.44% among 320,000;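 active = percent inhibition above a per-plate cutoff, the plate mean of test compounds plus 3 SD, cut at about 30% in these data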;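 note: 0% = DMSO wells with GLD-1 and probe and 100% = wells lacking GLD-1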
Target sequence (Q17339 whole entry, looked up): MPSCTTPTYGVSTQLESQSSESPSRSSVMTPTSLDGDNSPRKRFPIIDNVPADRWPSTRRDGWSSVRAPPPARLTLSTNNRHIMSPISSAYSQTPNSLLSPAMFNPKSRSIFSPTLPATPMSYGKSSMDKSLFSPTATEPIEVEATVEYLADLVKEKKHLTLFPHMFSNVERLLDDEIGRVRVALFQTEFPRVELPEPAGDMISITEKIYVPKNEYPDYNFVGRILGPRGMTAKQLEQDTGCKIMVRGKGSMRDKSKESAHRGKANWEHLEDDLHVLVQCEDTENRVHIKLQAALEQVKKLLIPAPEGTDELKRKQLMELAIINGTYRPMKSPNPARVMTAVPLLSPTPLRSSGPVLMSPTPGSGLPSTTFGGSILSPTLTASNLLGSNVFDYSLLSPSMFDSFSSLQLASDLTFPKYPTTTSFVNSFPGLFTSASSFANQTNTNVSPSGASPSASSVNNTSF
AHR activator – human AHR activation | hit rate 2.5% among 320,000 | AID 2796 | AHR-responsive luciferase reporter cells, luminescence | P35869 | activation, % at 5 µM; in the data active = activation above about 47%;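 note: 0% = vehicle wells and 100% = reference agonist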
PAFAH1B2 FP inh – inhibitors of human PAFAH1B2; recombinant PAFAH1B2, FP-rhodamine activity probe, fluorescence polarization; inhibition, % at 3.39 µM; hit rate 1.2% among 340,000;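 active = inhibition above the mean of all tested compounds plus 3 SD, cut at about 24% in these data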;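 note: 0% = enzyme with DMSO and 100% = wells lacking PAFAH1B2; many of its hits are not listed in these tables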
Bcl-xL primary – inhibitors of human Bcl-xL; hit rate 0.7% among 320,000; inhibition, % at 10.9 µM; AID 2129; GST-Bcl-xL / FITC-Bim BH3 peptide fluorescence polarization; Q07817;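 active = inhibition above the mean of all tested compounds plus 3 SD, cutoff set per campaign, cut at about 30% in these data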;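 note: 0% = DMSO wells and 100% = unlabeled Bim-BH3 peptide competitor; inhibitors lower millipolarization by displacing the labeled peptide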
Target sequence (Q07817 whole entry, looked up): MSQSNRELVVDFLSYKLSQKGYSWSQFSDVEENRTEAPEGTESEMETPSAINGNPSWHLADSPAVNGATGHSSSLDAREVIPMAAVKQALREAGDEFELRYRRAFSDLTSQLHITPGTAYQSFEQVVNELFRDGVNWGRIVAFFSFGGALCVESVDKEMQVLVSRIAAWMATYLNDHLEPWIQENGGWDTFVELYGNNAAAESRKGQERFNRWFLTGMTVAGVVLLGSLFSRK
MCL1-BIM inh – disrupts human MCL1 binding to BIM-BH3 peptide | AID 2057 | GST-MCL1 / FITC-Bim-BH3 fluorescence polarization | inhibition, % at 10.9 µM | Q07820 | hit rate 0.68% among 320,000;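 active = inhibition above the mean inhibition of all tested compounds plus 3 SD, set per campaign, cut at about 40% in these data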;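 note: 0% = DMSO wells and 100% = unlabeled Bim-BH3 peptide control; higher means more loss of mP so more displacement of Bim peptide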
MEX-5 binding – C. elegans MEX-5 TCR-2 RNA binding activity; activity score (negative = inhibition of binding), % at 10 µM; AID 1832; MEX-5/FITC-TCR2 RNA binding, fluorescence polarization; active compounds read low; hit rate 0.38% among 300,000;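 active = inhibition past about -25% in most replicates, and total fluorescence under double the plate's negative control median, limit read from the data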;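 note: 0% = DMSO and -100% = 5 µM competing unlabeled TCR2 RNA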
Fam108B inh – blocks mouse Fam108B hydrolase in RBBP9 counter-screen | recombinant Fam108B, FP-Rh probe fluorescence polarization | inhibition, % at 9.51 µM | hit rate 0.33% among 300,000 | AID 1947;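 active = inhibition above the screen mean inhibition plus 3 SD, computed separately per campaign, cut at about 18% in these data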;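 note: inhibitors lower polarization as less probe binds the enzyme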
PME-1 primary – PME-1 (human) inhibition | Q9Y570 | recombinant PME-1, FP-Rh probe fluorescence polarization | inhibition, % at 5.9 µM | hit rate 0.53% among 320,000 | AID 2130;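 active = inhibition above the campaign mean of all compounds plus 3 SD, cut at about 26% in these data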;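 note: competitive labeling of PME-1 active site by serine hydrolase directed probe; 0% = PME-1 with DMSO and 100% = wells lacking PME-1 enzyme; inhibitors block probe labeling so polarization falls and inhibition rises; many of its hits are not listed in these tables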
Target sequence (Q9Y570 whole entry, looked up): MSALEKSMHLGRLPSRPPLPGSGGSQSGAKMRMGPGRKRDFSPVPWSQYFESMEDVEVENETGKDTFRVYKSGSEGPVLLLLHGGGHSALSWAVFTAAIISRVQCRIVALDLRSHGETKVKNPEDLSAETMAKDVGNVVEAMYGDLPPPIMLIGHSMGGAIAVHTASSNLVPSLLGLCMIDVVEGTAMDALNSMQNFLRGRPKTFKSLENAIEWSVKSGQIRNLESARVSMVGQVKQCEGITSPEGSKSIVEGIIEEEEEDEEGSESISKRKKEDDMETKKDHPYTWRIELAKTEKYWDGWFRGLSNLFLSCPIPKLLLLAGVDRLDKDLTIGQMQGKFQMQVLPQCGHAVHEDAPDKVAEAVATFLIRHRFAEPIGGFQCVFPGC
Active calls of the source: *; nt = no result given. A portion of the library; the hit share may differ from the screen's.

[1] COC(=O)CCN(C(C)=O)c1ccc(N)cc1
[2] COc1ccccc1S(=O)(=O)N1CCC(C(=O)O)(c2ccccc2)CC1
[3] CC(=O)c1ccc(S(=O)(=O)Oc2ccc(-c3ccc(C(=O)O)cc3)cc2)cc1
[4] CC(C)CCN1CCN(Cc2cccn2-c2ccccn2)CC1CCO (stereo not given)
[5] COc1cc(NC(=O)COc2cccc(C)c2C)ccc1NC(=O)c1ccco1
[6] C=CCN1C(=O)/C(=C\C(C)=C\c2ccccc2)SC1=S
[7] CCOC(=O)c1cccc(S(=O)(=O)N2CCCC2)c1
[8] CCNC(=S)N(CCc1c(C)[nH]c2ccc(F)cc12)Cc1cccnc1

assay / entry | 1 | 2 | 3 | 4 | 5 | 6 | 7 | 8
pPAFAH inh | 0 | 1 | 4 | 3 | 9 | 2 | 2 | 7
GLD-1 TGE inh | -1 | 6 | 0 | 2 | 1 | -9 | -5 | 3
AHR activator | 2 | 1 | -3 | 0 | 22 | 2 | -1 | 7
PAFAH1B2 FP inh | -2 | 1 | 2 | -5 | -4 | 2 | -1 | 4
Bcl-xL primary | 1 | 7 | 6 | 3 | 2 | -4 | 1 | 0
MCL1-BIM inh | 10 | 8 | 11 | 6 | 4 | -5 | 4 | 7
MEX-5 binding | -2.0 | 0.2 | -1.0 | -7.5 | 1.8 | -1.2 | -0.7 | 0.1
Fam108B inh | 3 | -3 | 2 | -1 | -4 | -1 | 2 | -1
PME-1 primary | 2 | -2 | -3 | 1 | 1 | -4 | 0 | 3

[9] COC(=O)c1cccc(Cn2c(Cl)c(/C=N/Nc3ccccc3C)sc2=O)c1
[10] CCC(=O)Oc1ccc(C(CC)C(CC)c2ccc(OC(=O)CC)cc2)cc1 (stereo not given)
[11] Cc1ccc(C(=O)Nc2cccc(-c3cn4ccccc4n3)c2)cc1
[12] COC(=O)c1cc(NC(=O)C2COc3ccccc3O2)cc(C(=O)OC)c1 (stereo not given)
[13] CN(C)c1cccc2c1c(NS(=O)(=O)c1cn(C)cn1)nn2C
[14] CN(C(=O)Cn1c(=O)oc2cc(S(=O)(=O)N3CCCC3)ccc21)C1CCCCC1
[15] COc1ccc(-c2[nH]c(-c3cccc(OC)c3)nc2SCC(=O)NC2CCCC2)cc1
[16] Clc1ccc(-c2nc3cnccn3c2Nc2ccc3c(c2)OCO3)cc1

assay / entry | 9 | 10 | 11 | 12 | 13 | 14 | 15 | 16
pPAFAH inh | 0 | 2 | -6 | -7 | 9 | 3 | 8 | 16
GLD-1 TGE inh | 1 | 1 | 4 | 2 | 6 | -4 | 4 | 1
AHR activator | 5 | 2 | 37 | 3 | -1 | -2 | 65* | 17
PAFAH1B2 FP inh | 1 | 1 | -1 | 2 | 6 | 7 | 5 | 4
Bcl-xL primary | -2 | 5 | 1 | -6 | 16 | 1 | 3 | 1
MCL1-BIM inh | -18 | 3 | -1 | -9 | 9 | 3 | 7 | 3
MEX-5 binding | nt | -1.7 | -0.9 | -1.6 | -30* | -0.7 | -2.3 | -3.1
Fam108B inh | 17 | -1 | -10 | -7 | 1 | -1 | 4 | 16
PME-1 primary | 2 | 1 | -11 | 2 | 1 | -3 | 8 | 12

[17] CC1(C)CCC[C@]2(C)[C@H]3Cc4cc(O)ccc4O[C@]3(C)CC[C@@H]12
[18] Cc1nc2cc3c(cc2c(C)c1C(=O)OC(C)C)OCO3
[19] CC(Sc1n[nH]c(-c2ccccc2)n1)C(=O)c1c(N)n(C)c(=O)n(C)c1=O (stereo not given)
[20] CC1CCc2c(sc3ncnc(SCC(=O)c4ccccc4)c23)C1 (stereo not given)
[21] CCCN(CCC)S(=O)(=O)c1ccc(C(=O)Nc2c(C)n(C)n(-c3ccccc3)c2=O)cc1
[22] CC(=O)NC1C(Oc2ccccc2C)OC(CO)C(O)C1O (stereo not given)
[23] C[C@H](CO)N1C[C@H](C)[C@@H](CN(C)S(C)(=O)=O)Oc2ccc(NC(=O)C3CC3)cc2C1=O
[24] O=C(NCCN1CCCCC1)Nc1cccc(C(F)(F)F)c1

assay / entry | 17 | 18 | 19 | 20 | 21 | 22 | 23 | 24
pPAFAH inh | 22 | 1 | -1 | -5 | -4 | 1 | -5 | 3
GLD-1 TGE inh | 3 | 3 | 7 | 4 | 4 | 2 | 5 | -1
AHR activator | 32 | 64* | -2 | 6 | -2 | -2 | 0 | 0
PAFAH1B2 FP inh | 12 | 1 | -3 | 0 | 10 | 4 | -8 | -1
Bcl-xL primary | nt | -4 | 0 | 0 | -1 | 7 | nt | 7
MCL1-BIM inh | nt | -7 | 0 | 1 | 10 | 7 | nt | 12
MEX-5 binding | nt | 0.2 | -2.5 | -1.9 | 0.0 | -0.8 | nt | 1.0
Fam108B inh | nt | 0 | 1 | 2 | -1 | -1 | nt | 0
PME-1 primary | nt | -2 | -4 | -3 | -6 | -2 | nt | 5

[25] Fc1ccc(COc2ccc(Br)cc2CNCC2CCCO2)cc1 (stereo not given)
[26] CCN1C(=O)CSC1=NC1C2CC3CC(C2)CC1C3 (stereo not given)
[27] O=C(Cc1coc(-c2ccc(F)cc2)n1)NC1CCCCC1
[28] COc1ccc(N2CCN(C(=O)Cc3ccc(OC)c(OC)c3)CC2)cc1
[29] O=C(COC(=O)c1ccccc1)Nc1cc(S(=O)(=O)N2CCCCCC2)ccc1Cl
[30] CCC(C(=O)NCCc1ccc(S(N)(=O)=O)cc1)c1ccccc1 (stereo not given)
[31] CC(=O)NC/C(C)=N\Nc1ccc([N+](=O)[O-])cc1
[32] CCCN(CCC)CC(O)CN(c1cc([N+](=O)[O-])ccc1OC)S(=O)(=O)c1ccccc1 (stereo not given)

assay / entry | 25 | 26 | 27 | 28 | 29 | 30 | 31 | 32
pPAFAH inh | 5 | 5 | 5 | 0 | 8 | 1 | 6 | 7
GLD-1 TGE inh | -2 | -3 | 1 | 4 | 5 | 1 | -24 | 5
AHR activator | 6 | -2 | -3 | -1 | -1 | -3 | 0 | 7
PAFAH1B2 FP inh | 4 | 9 | 7 | -8 | 3 | 7 | 5 | 2
Bcl-xL primary | -5 | -1 | 6 | 6 | 2 | 3 | -62 | -1
MCL1-BIM inh | -9 | 1 | 8 | 6 | -4 | -1 | -169 | -2
MEX-5 binding | -1.7 | 0.8 | -3.0 | 0.2 | nt | 2.1 | -1.9 | -1.3
Fam108B inh | -5 | -1 | 1 | -1 | nt | 0 | 0 | 2
PME-1 primary | 4 | -4 | 1 | 0 | 20 | -1 | 3 | 2

[33] CC(=O)Nc1ccc(S(=O)(=O)NCCS(=O)(=O)N2CCN(c3ccccc3)CC2)cc1
[34] COc1cc(NC(=O)c2cc(-c3ccccc3)on2)cc(OC)c1OC
[35] CCCc1cc(=O)oc2c(C)c(O)c(CN3CCCCC3)cc12
[36] COc1cc(CNCCCN2CCOCC2)ccc1OCC(=O)NC(C)(C)C
[37] COc1ccccc1NC(=S)N(CCCN(C)C)Cc1cc2cc3c(cc2[nH]c1=O)OCO3
[38] Cc1nc([N+](=O)[O-])c(SCC(O)CCl)n1Cc1ccc(Cl)cc1 (stereo not given)
[39] O=C(Nc1ccc(N2CCCC2)cc1)c1cccc(-c2cc3ccccc3oc2=O)c1
[40] Cc1cc(NCCCn2ccnc2)n2nc(-c3ccc(Cl)cc3)cc2n1

assay / entry | 33 | 34 | 35 | 36 | 37 | 38 | 39 | 40
pPAFAH inh | 3 | 3 | 6 | 6 | -2 | -2 | 7 | 3
GLD-1 TGE inh | -6 | -4 | 1 | 1 | -1 | 6 | -3 | -7
AHR activator | -1 | -1 | 2 | -1 | 14 | -2 | 12 | 134*
PAFAH1B2 FP inh | 15 | 1 | -2 | 6 | 8 | 2 | 0 | 14
Bcl-xL primary | 0 | 1 | 4 | -1 | -1 | -2 | 6 | 2
MCL1-BIM inh | -2 | 4 | 7 | -3 | 8 | -2 | 13 | 8
MEX-5 binding | 0.0 | -0.3 | 0.2 | -2.8 | 0.3 | 0.8 | -2.9 | 1.6
Fam108B inh | 0 | 0 | 1 | 3 | -2 | 1 | 9 | 0
PME-1 primary | 0 | 4 | 4 | 4 | -2 | 3 | 10 | -2

The final four entries of the part above open the next one.
[37] COc1ccccc1NC(=S)N(CCCN(C)C)Cc1cc2cc3c(cc2[nH]c1=O)OCO3
[38] Cc1nc([N+](=O)[O-])c(SCC(O)CCl)n1Cc1ccc(Cl)cc1 (stereo not given)
[39] O=C(Nc1ccc(N2CCCC2)cc1)c1cccc(-c2cc3ccccc3oc2=O)c1
[40] Cc1cc(NCCCn2ccnc2)n2nc(-c3ccc(Cl)cc3)cc2n1
[41] COc1ccc(S(=O)(=O)N2CCCCC2)cc1NC(=O)CCNC(=O)c1ccccc1Cl
[42] Cc1sc2ncnc(N3CCC(C(=O)Nc4nnc(SCc5ccccc5F)s4)CC3)c2c1C
[43] Cc1cc(N)n(-c2ccc3ccccc3c2)n1
[44] Cc1cc2ccccn2c1C(C[N+](=O)[O-])c1ccc(N(C)C)cc1 (stereo not given)
[45] CC(C(=O)Nc1ccccc1)N1CCN(C(=O)c2ccco2)CC1 (stereo not given)
[46] COc1ccc(-c2nc(SCC(=O)NC3CCCC3)c(-c3ccc(OC)cc3)[nH]2)cc1
[47] O=[N+]([O-])/C=C/c1cc2ccccc2[nH]1
[48] COc1ccc(/C=C/c2nc3ccccc3n2C)cc1

assay / entry | 37 | 38 | 39 | 40 | 41 | 42 | 43 | 44 | 45 | 46 | 47 | 48
pPAFAH inh | -2 | -2 | 7 | 3 | 1 | 3 | -3 | 18 | 2 | 4 | 5 | 4
GLD-1 TGE inh | -1 | 6 | -3 | -7 | 8 | 8 | 2 | -5 | 0 | -1 | -5 | 5
AHR activator | 14 | -2 | 12 | 134* | 0 | -2 | 14 | 7 | -1 | 49* | 34 | -6
PAFAH1B2 FP inh | 8 | 2 | 0 | 14 | 0 | -3 | 4 | 11 | 6 | 2 | 1 | -2
Bcl-xL primary | -1 | -2 | 6 | 2 | 32* | -2 | 6 | -37 | -5 | 0 | 0 | 8
MCL1-BIM inh | 8 | -2 | 13 | 8 | 28 | -6 | 7 | -68 | -4 | 3 | 4 | 4
MEX-5 binding | 0.3 | 0.8 | -2.9 | 1.6 | nt | -1.9 | 1.1 | 2.7 | nt | -3.0 | 0.2 | 1.6
Fam108B inh | -2 | 1 | 9 | 0 | nt | -10 | 4 | -2 | nt | 2 | 2 | 1
PME-1 primary | -2 | 3 | 10 | -2 | 7 | -4 | 3 | 8 | 1 | 18 | 5 | 2

[49] CCC(C(=O)O)N1C(=O)C2CCCCC2C1=O (stereo not given)
[50] COc1ccc(NC(=O)C(CC(C)C)NC(=O)C2CCC(C)CC2)cc1 (stereo not given)
[51] CCN1CCN(C(=O)CN(Cc2ccccc2)S(C)(=O)=O)CC1
[52] COc1ccccc1NS(=O)(=O)c1cccc(C(=O)NNC(=O)c2ccc(Cl)nc2)c1
[53] O=C(Nc1nc2ccc(F)cc2s1)C1=NN(c2ccccc2)C(=O)CC1
[54] CCOC(=O)CC(NC(=O)c1cccs1)c1ccc(C)cc1 (stereo not given)

assay / entry | 49 | 50 | 51 | 52 | 53 | 54
pPAFAH inh | 3 | -1 | 0 | 3 | 3 | -2
GLD-1 TGE inh | -2 | 5 | 7 | 1 | 3 | 1
AHR activator | 2 | 1 | 1 | 0 | 26 | 2
PAFAH1B2 FP inh | 2 | -2 | 2 | 6 | -3 | 4
Bcl-xL primary | 5 | 9 | 3 | nt | -1 | 4
MCL1-BIM inh | 1 | 10 | 1 | nt | -3 | -4
MEX-5 binding | 2.7 | -0.2 | -0.9 | nt | 2.7 | -1.4
Fam108B inh | -1 | 2 | 0 | nt | 1 | 3
PME-1 primary | -4 | -5 | -3 | nt | -1 | -1

Bioassay records (PubChem)
